LDHA inh: inhibitors of human lactate dehydrogenase A | purified LDHA, NADH/diaphorase-resazurin fluorescence; stronger effect = lower value | 0.15% of 480,000 active | activity change, % (values are at about 110 or 230 µM); in the data active = activity change below about -30%; inconclusive = mostly about -25% to -30%;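 note: plate controls were DMSO wells for no effect and wells without enzyme for full effect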
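Enzyme activity of human lactate dehydrogenase 5 (2 nM; 0.06 mM NADH, 0.2 mM pyruvate, 5 min, RT) is measured via a resazurin/diaphorase fluorescence readout of residual NADH.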
PI4K2A inh: inhibitors of human PI4K2A; Q9BTU6; purified PI4K2A, ADP-Glo luminescence, 1 h; stronger effect = lower value; activity change, negative = inhibition, % at 76.9 µM; 0.13% of 420,000 active; AID 1346378; in the data active = activity change below about -50%; inconclusive = mostly about -30% to -49%;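 note: -100% = wells without enzyme as full effect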
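Compounds are screened against recombinant PI4K2A using PI as substrate and ATP, the latter dispensed at 300 microM. Reactions run one hour at ambient temperature before ADP-Glo detection; full inhibition defined by wells lacking enzyme.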
GRP78 ERSR act: ER stress response induction in glioma. 0.02% of 420,000 active. Potency, µM, for inactives: top-dose activation, hits mostly activators. U87-MG GRP78 promoter luciferase reporter, 16 h; note: potency is the fitted concentration of half-maximal effect; series mostly up to about 76 µM; % of control where 0% means no effect; nearly all actives have a fitted effect of over 35% in size
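ERSR induction read as luciferase luminescence (Bright-Glo, 10 min at room temperature) in stably transfected human U87-MG glioma cells exposed to compounds for 16 h, using GRP78 as sensor.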
mIDH1 inhibitor: inhibitors of human mutant IDH1 R132H | O75874 | 0.093% of 390,000 active | Potency, µM (top dose mostly 76.6 µM), for inactives: at the top dose activity change, negative = inhibition, hits mostly inhibitors | IDH1-R132H enzyme, NADPH consumption, diaphorase/resazurin fluorescence; note: potency is the fitted concentration of half-maximal effect; % is set by controls: 0 for no effect and ±100 for the full control effect; nearly all actives have a fitted effect of over 65% in size
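IDH1-R132H (0.5 ug/mL dispensed) in pH 7.5 Tris buffer was preincubated 30 min with compound, then given a substrate mix of 0.016 mM NADPH and 2 mM alpha-KG for 80 min at room temperature; remaining NADPH was read by diaphorase/resazurin fluorescence.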
Vif-A3G inh: inhibitors of Vif-APOBEC3G interaction; Q9HC16; 0.076% of 410,000 active; HeLa A3G-eYFP + Vif (tagged APOBEC3G with the HIV-1 protein that degrades it), YFP fluorescence, overnight; AID 602310; Potency, µM (highest dose often 46.1 µM), without a hit: at the highest dose activity, negative = active, usual class: inhibitors;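 note: potency is the fitted concentration of half-maximal effect; % is set by controls: 0 for no effect and ±100 for the full control effect; nearly all actives have a fitted effect of over 60% in size; hits raise eYFP signal because A3G escapes Vif-driven loss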
Target sequence (Q9HC16 whole entry, looked up): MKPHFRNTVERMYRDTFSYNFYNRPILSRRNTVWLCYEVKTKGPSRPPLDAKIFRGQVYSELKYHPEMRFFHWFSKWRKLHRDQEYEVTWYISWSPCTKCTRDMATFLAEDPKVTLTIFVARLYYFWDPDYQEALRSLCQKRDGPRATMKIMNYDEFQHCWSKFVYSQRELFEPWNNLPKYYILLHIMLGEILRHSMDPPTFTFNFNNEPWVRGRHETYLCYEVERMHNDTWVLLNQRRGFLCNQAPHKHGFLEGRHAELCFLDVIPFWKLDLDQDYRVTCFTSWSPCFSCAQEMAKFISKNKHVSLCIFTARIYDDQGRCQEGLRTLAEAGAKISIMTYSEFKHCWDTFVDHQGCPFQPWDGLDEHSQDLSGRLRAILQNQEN
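Read-out is eYFP fluorescence (Ex 488/Em 500-530) from Vif-expressing HeLa A3G-eYFP cells; more signal means A3G escaped Vif-mediated degradation. Cells plated overnight, compound pinned in, incubated overnight at 37 deg C.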
TrxR1 substrate: is turned over as a substrate by rat TrxR1. Potency, µM (doses to about 114 µM), for the others: top-dose activity change, negative = substrate turnover. 0.01% of 390,000 active. purified TrxR1 substrate turnover, NADPH consumption readout. O89049. AID 588456; note: potency is the fitted concentration of half-maximal effect; % is set by controls: 0 for no effect and ±100 for the full control effect; nearly all actives have a fitted effect of over 50% in size
Target sequence (O89049 whole entry, looked up): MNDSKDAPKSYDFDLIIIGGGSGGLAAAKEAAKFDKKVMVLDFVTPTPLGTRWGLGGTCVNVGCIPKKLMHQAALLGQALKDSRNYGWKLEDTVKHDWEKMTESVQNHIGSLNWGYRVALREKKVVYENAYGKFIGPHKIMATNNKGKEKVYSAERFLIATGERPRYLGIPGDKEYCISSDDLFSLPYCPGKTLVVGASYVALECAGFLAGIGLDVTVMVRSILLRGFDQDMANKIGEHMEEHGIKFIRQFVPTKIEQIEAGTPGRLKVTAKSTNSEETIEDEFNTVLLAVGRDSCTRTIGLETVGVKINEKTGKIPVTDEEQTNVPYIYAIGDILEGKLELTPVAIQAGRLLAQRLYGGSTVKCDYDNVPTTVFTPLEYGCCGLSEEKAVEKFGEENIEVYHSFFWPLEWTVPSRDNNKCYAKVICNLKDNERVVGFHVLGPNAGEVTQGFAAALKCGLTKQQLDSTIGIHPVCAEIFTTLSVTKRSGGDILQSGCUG
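Rat TrxR1, dispensed at 90 nM, was prereduced with 400 uM NADPH (final) for 5 min at ~22 deg C, then incubated with compound 15 min before 400 uM selenite. A first-read NADPH fluorescence drop versus no-compound background flagged substrates.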
RXFP1 ag: activates the human relaxin receptor RXFP1 | HEK293T-RXFP1 cAMP TR-FRET, 30 min; response scale: percent of porcine relaxin response, buffer zero | Q9HBX9 | 0.3% of 370,000 active | Potency, µM (top dose mostly 57.5 µM), without a hit: top-dose activation, actives largely listed as activators; note: potency is the fitted concentration of half-maximal effect; % is set by controls: 0 for no effect and ±100 for the full control effect; nearly all actives have a fitted effect of over 60% in size; many of its hits are not listed in these tables
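cAMP rise read by TR-FRET after 30 min, 37C compound exposure (up to 58 uM) in RXFP1-transfected HEK293 cells with Ro 20174 present. EC50 from Hill-equation fits, with 29 nM porcine relaxin as 100% and buffer as basal.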
USP1 inh: inhibitors of human USP1/UAF1 deubiquitinase; O94782; recombinant USP1/UAF1, Ub-Rhodamine cleavage fluorescence; Potency, µM (top dose mostly 57.1 µM), inactives show at the highest dose activity change, negative = inhibition, usual class: inhibitors; 0.23% of 390,000 active; AID 743255; note: potency is the fitted concentration of half-maximal effect; % is set by controls: 0 for no effect and ±100 for the full control effect; nearly all actives have a fitted effect of over 60% in size; inactives centre near -12
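High-throughput fluorogenic screen: 1nM USP1/UAF1 complex, Ub-Rho substrate 150nM final, 50mM HEPES pH 7.8 with 0.5mM EDTA, 0.1 mg/ml BSA, 1mM TCEP and 0.01% Tween-20.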
Vif-APOBEC3F blk: Vif-A3F binding inhibition; HeLa A3F-eYFP + Vif (tagged APOBEC3F with the HIV-1 protein that degrades it), YFP fluorescence increase; Potency, µM (top dose mostly 46.1 µM), for inactives: top-dose activity, negative = active; 0.2% of 390,000 active; AID 602313; note: potency is the fitted concentration of half-maximal effect; % of control where 0% means no effect; nearly all actives have a fitted effect of over 65% in size
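Fluorescence increase (Ex 488/Em 500-530) after overnight compound treatment at 37 deg C flags inhibition of Vif-driven A3F-eYFP loss in stable HeLa A3F-eYFP/Vif cells seeded overnight beforehand.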
* marks the source's active call; other numbers are inactive results; ? = inconclusive; nt = not tested or not shown; & = joins results of further samples; [ ] = dose if it differs, or a comment. Unless noted, calls come from the whole dose curve; as a rule, active = well fitted curve in the direction sought with a large enough effect; inconclusive = small, poorly fitted or top-dose-only effect, or another doubt; inactive = no such curve, though single readings can be large; an effect the other way counts as inactive or inconclusive. The list is partial; rates above refer to the full screens.

smiles | LDHA inh | PI4K2A inh | GRP78 ERSR act | mIDH1 inhibitor | Vif-A3G inh | TrxR1 substrate | RXFP1 ag | USP1 inh | Vif-APOBEC3F blk
O=C(NNS(=O)(=O)c1ccccc1)c1ccc(F)cc1 | 0 | 0 | -4% | 9% | 4% | -7% | 0.2% | -11% | 2%
CCn1c(SCC(=O)NCc2ccc(C)cc2)nnc1-c1ccncc1 | -1 | 0 | 1% | -2% | 2% | -7% | 0.5% | -3% | -7%
Cc1cnccc1CN(C)Cc1cn(C)nc1-c1ccc(Oc2ccccc2)cc1 | -1 | -5 | -1% | 3% | 6% | 9%[57.1 µM] | 0.0% | -21% | 2%
CCOc1ccc(CCNC(=O)Cn2c(=O)c3cccn3c3ccc(F)cc32)cc1OCC | 2 | 1 | -5% | -10% | -1% | -2%[11.4 µM] | ? | 1% | -20%
CC(=O)c1cnc2cc(C)nn2c1C | -8 | 6 | -2% | 4% | -1% | -6% | 2.7% | 0% | -12%
Cc1ccc2nc(SC(C)C(=O)NCc3ccco3)[nH]c2c1 (configuration not stated) | -4 | -5 | 2% | 0% | -20% | 2% | -1.7% | -14% | 0%
CC1(C(=O)NS(=O)(=O)c2cccc(Cl)c2)CCN1C(=O)Cc1ccccc1 (configuration not stated) | -4 | -4 | -2% | nt | 1% | nt | nt | nt | nt
Cc1cccc(N2CCN(C3(c4ccccc4)C(=O)c4ccccc4C3=O)CC2C)c1 (configuration not stated) | 6 | -2 | -1% | 3% | -5% | -4% | 2.3% | ? | 1%
O=C(NC1(O)C(=O)c2ccccc2C1=O)c1ccc(C(F)(F)F)cc1 | 0 | ? | -1% | 6% | -4% | -7%[57.1 µM] | 0.0% | 16µM* | -3%
COC(=O)CCCC(=O)N1CCCC(CNS(=O)(=O)c2ccc(OC)cc2)C1 (configuration not stated) | -2 | 4 | -5% | 0% | -5% | 2% | 0.1% | -13% | 5%
Cc1ccc(Nc2nc(N)nc(CC#N)n2)cc1 | -6 | -1 | 5% | 3% | -5% | 8% | -0.4% | -9% | -1%
CCOC(=O)c1c(N2C(=O)CC(Sc3ccccc3C(=O)O)C2=O)sc2c1CCCC2 (configuration not stated) | -10 | 7 | -7% | -2% | -14% | 3%[57.1 µM] | 4.1% | -26% | -2%
CC(/C=N/NC(=O)c1cc(-c2ccc(Cl)cc2)nc2ccccc12)=C\c1ccco1 | 9 | -8 | -6% | 5% | ? | -8% | 0.3% | -8% | 0%
CC1CCc2c(sc3ncn(CC(=O)N=Nc4c(O)[nH]c5ccccc45)c(=O)c23)C1 (configuration not stated) | -7 | 0 | 0% | -3% | 1% | -3% | 0.0% | 1% | 0%
O=C(NN1C(=O)CSC1=S)c1cccnc1 | -4 | -5 | -4% | 4% | 0% | 7%[57.1 µM] | -0.1% | -2% | 15%
COC(=O)[C@]1(Cc2ccccc2)N[C@H](CN(C)C(=O)Nc2ccc(F)cc2)[C@@H]2C(=O)N(Cc3ccccc3)C(=O)[C@@H]21 | -6 | 2 | 0% | -3%[38.3 µM] | 3% | -4% | nt | -13% | -4%
CS(=O)(=O)c1ccc(NC(=O)C2CCCN(C(=O)c3ccc(Cl)cc3)C2)cc1 (configuration not stated) | 0 | -1 | 0% | -7% | 3% | 5% | -1.1% | -14% | 0%
Cc1ccc(S(=O)(=O)N2[C@@H](c3cccc(Cl)c3)C(C(=O)O)=CC[C@H]2c2cccc(Cl)c2)cc1 | -6 | -4 | -1% | -24% | 1% | -7% | 1.6% | -8% | -11%
Cc1ccc(NC(=O)C2CCCN(S(=O)(=O)c3ccc4[nH]c(=O)ccc4c3)C2)cc1C (configuration not stated) | -7&2 | 0&-4 | -1%&-3% | -24%&3% | 0%&-18% | 6%[57.1 µM] | 19%&21% | -2%&-11% | -14%&-21%
CC(C)(C)c1ccc(C(=O)OCCNC(=O)c2c(Cl)nc3ccccn23)cc1 | 0 | 0 | -2% | 4% | 0% | -14% | 9.1% | -16% | 1%

The list goes on (five carried over from the part before).
SMILES,LDHA inh,PI4K2A inh,GRP78 ERSR act,mIDH1 inhibitor,Vif-A3G inh,TrxR1 substrate,RXFP1 ag,USP1 inh,Vif-APOBEC3F blk
COC(=O)[C@]1(Cc2ccccc2)N[C@H](CN(C)C(=O)Nc2ccc(F)cc2)[C@@H]2C(=O)N(Cc3ccccc3)C(=O)[C@@H]21,-6,2,0%,-3%[38.3 µM],3%,-4%,nt,-13%,-4%
CS(=O)(=O)c1ccc(NC(=O)C2CCCN(C(=O)c3ccc(Cl)cc3)C2)cc1 (configuration not stated),0,-1,0%,-7%,3%,5%,-1.1%,-14%,0%
Cc1ccc(S(=O)(=O)N2[C@@H](c3cccc(Cl)c3)C(C(=O)O)=CC[C@H]2c2cccc(Cl)c2)cc1,-6,-4,-1%,-24%,1%,-7%,1.6%,-8%,-11%
Cc1ccc(NC(=O)C2CCCN(S(=O)(=O)c3ccc4[nH]c(=O)ccc4c3)C2)cc1C (configuration not stated),-7&2,0&-4,-1%&-3%,-24%&3%,0%&-18%,6%[57.1 µM],19%&21%,-2%&-11%,-14%&-21%
CC(C)(C)c1ccc(C(=O)OCCNC(=O)c2c(Cl)nc3ccccn23)cc1,0,0,-2%,4%,0%,-14%,9.1%,-16%,1%
CCCCCN(C(=O)CCC(=O)OCCOc1cccc(C)c1)c1c(N)n(CCCC)c(=O)[nH]c1=O,-1,-3,-1%,1%,-8%,0%,1.3%,-5%,-1%
Nc1cc2c(cc1Br)-c1ccc(F)cc1C2=O,-9,-6,4%,3%,0%,9%,nt,-14%,-15%
Nc1nc(SCC(=O)c2c(N)n(C3CC3)c(=O)[nH]c2=O)n[nH]1,-3,0,-3%,0%,3%,-2%,0.1%,-7%,7%
COc1ccc(N(Cc2cc(=O)[nH]c3ccccc23)C(=O)C(C)C)cc1,-3&-18,-3,-2%,-6%,0%,0%,0.0%,-10%,-9%
Cc1nn(C(=O)c2ccc(Br)cc2)c(C)c1S(=O)(=O)N1CCOCC1,-3,0,-1%,-8%,-4%,3%[57.1 µM],0.4%,-27%,-6%
O=C(c1ccccc1Cl)N1CCC(N2CCC(C(=O)N3CCCC3)CC2)CC1,-2,-1,9%,4%,-8%,6%[57.1 µM],-0.6%,-7%,-6%
Cc1ccc(Nc2nc(N)c([N+](=O)[O-])c(N3CCCC(C)C3)n2)cc1C (configuration not stated),-11,-4,0%,-29%,1%,-6%[57.1 µM],-0.5%,-10%,3%
COc1ccc(OCCn2cc(C(=O)C3CCCCC3)c3ccccc32)cc1,-4,-1,-1%,5%,-2%,7%,0.5%,?,1%
COc1ccccc1/C=C/C(=O)OCC(=O)Nc1nnc(-c2ccccc2)o1,-6,-6,-4%,-4%,-4%,15%,0.3%,5%,0%
CC(NC(=O)C1CCCN(S(=O)(=O)N2CCOCC2)C1)c1ccccc1 (configuration not stated),-5,-1,-2%,12%,3%,1%,0.7%,-9%,-9%
O=C(NCc1ccccc1Cl)c1ccc2c(c1)nnn2C1CCCC1,-2,0,-1%,-2%,-2%,2%[57.1 µM],?,5%,-3%
CN(C)CCCN(C(=O)c1ccc(C(=O)c2ccccc2)cc1)c1nc2cc3c(cc2s1)OCO3,-2,-6,-8%,11%,-8%,-12%,0.0%,-8%,-18%
COCCNC(=O)c1ccc(C2SCC(=O)N2Cc2ccco2)cc1 (configuration not stated),-1,0,0%,6%,1%,1%,-1.2%,-9%,-2%
Cc1cc(C)c(NC(=O)C2CCN(c3nc4ccccc4[nH]3)CC2)c(C)c1,2,0,0%,2%,2%,2%[57.1 µM],3.9%,-9%,5%
CC(C)Cn1cnc2c(c1=N)C(c1ccccc1)C1=C(CC(C)(C)CC1=O)O2 (configuration not stated),1,3,-1%,4%,-20%,0%,-1.5%,-20%,-8%
CCOC(=O)c1ccc(Oc2nc(SC)nc(N(C)C)n2)cc1,0,13,0%,8%,-7%,-11%,0.7%,-14%,-6%
